Source: PubChem BioAssay
IkB sig inh – inhibitors of IkB signaling in ABC-DLBCL cells. ABC-DLBCL IkBa-CBG/CBR dual luciferase ratio, 4 h; response scale: scaled: untreated 0%, proteasome inhibitor 100%. Potency, µM (highest dose often 57.1 µM), for inactives: top-dose IkBa stabilization activation. 110,000 compounds, 0.04% hits. AID 445; active = well fitted curve in the direction sought with a large enough effect in the signal ratio, not every such curve was filed as active; inconclusive = small, poorly fitted or top-dose-only effect, or a change in a side signal; the % refers to the signal ratio;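 also: the direction sought is a rising ratio; 0% = basal untreated cells and 100% = reference inhibitor full response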
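In this assay, an IκBα–CBG68 fusion accumulates when IKK-driven degradation is blocked; native CBR normalizes for cell number. OCI-Ly3 cells were treated 4 h with compound and doxycycline, then green and red light read after Chroma-Glo addition.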
p53ts 32C tox – cytotoxicity in p53ts cells at permissive temperature. AID 924. 130,000 compounds, 0.93% hits. Potency, µM (top dose mostly 46.1 µM), without a hit: at the highest dose activity change, negative = cytotoxicity, most hits filed as cytotoxic. H1299-p53A138V at 32C, ATP luminescence viability, 24 h;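 also: 0% = DMSO and -100% = full killing by reference compound; nearly all actives have a fitted effect of over 55% in size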
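H1299-p53 A138V cells (temperature-sensitive p53) exposed 24 h to up to 46 uM compound at 32C, where p53 is wild-type in conformation. Viability read as ATP luminescence and normalised to DMSO and 100 uM tamoxifen. AC50 fitted with the Hill equation.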
p53ts 39C tox – kills p53ts cells at the nonpermissive temperature; 130,000 compounds, 1.5% hits; Potency, µM (top dose mostly 46.1 µM), for the others: at the top dose activity change, negative = cell killing, usual class: cytotoxic; H1299-p53A138V viability at 39C, ATP luminescence, 24 h; AID 902; also: nearly all actives have a fitted effect of over 55% in size
Peg3 imprint – genomic imprint erasure induction; AID 1948; 110,000 compounds, 0.02% hits; Potency, µM (doses to about 60.7 µM), for the others: top-dose activity change, positive = activation, usual class: activators; mouse ES Peg3-LacZ reporter, beta-gal luminescence, 40 h;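 also: 0% = negative control wells on the plate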
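Each well holds 300 Peg3LacZ-Neo (maternal) female ES cells incubated 40 h at 37C, 5% CO2. LacZ is measured by BetaGlo luminescence, with AC50 and maximum efficacy derived from dose-response curves.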
Active calls of the source: *; ? = inconclusive; · = no result given; [ ] = another dose, or the depositor's remark. Unless noted, calls follow the shape of the dose curve; as a rule, active = well fitted curve in the direction sought with a large enough effect; inconclusive = small, poorly fitted or top-dose-only effect, or another doubt; inactive = no such curve, though single readings can be large; an effect the other way counts as inactive or inconclusive. Unless noted, % is scaled to controls: 0 for no effect and ±100 for the full control effect; potency is read from the fitted curve at half-maximal effect.

Molecule	p53ts 32C tox	IkB sig inh	Peg3 imprint	p53ts 39C tox
CCOCCc1nn2c(=O)cc(COC(=O)CNC(=O)c3ccc(F)cc3)nc2s1	-1.2%	2.0%	-3.9%[10.9 µM]	11.4%
Cc1c(C)c2cc3c(c(C)c2oc1=O)OCN(CCc1ccccc1)C3	2.8%	-0.5%	6.9%[10.9 µM]	-8.9%
CCc1c(C(=O)NCc2ccccc2Cl)[nH]c(C)c1C(C)=O	19.6%	0.9%	-14.8%	-15.4%
Cn1cccc1CNC(=O)Nc1ccc(Cl)cc1	-21.0%	?	-26.6%	-18.9%
Brc1[nH]nc2ccccc12	9.3%	0.2%	-3.4%	4.0%
COc1ccc(C(=O)CSc2nnc(COc3ccc(C#N)cc3)n2-c2ccccc2)cc1	14.5%	8.2%	-2.1%	13.2%
COCCCNC(=O)c1ccccc1NS(C)(=O)=O	-3.4%	-1.2%	-6.3%	8.3%
CCOc1ccc(-c2nc(CSCC(=O)N3CCN(c4ccc(F)cc4)CC3)c(C)o2)cc1	-6.9%	?	12.8%[10.9 µM]	-15.5%
CCN(CC)C(=O)c1sc(NC(=O)C2c3ccccc3Oc3ccccc32)c(C(=O)OC(C)C)c1C	2.8%	13.1%	-12.3%[10.9 µM]	2.1%
Cc1cccc(N2CCN(C(=O)c3cc4c(=O)n(C)c5ccccc5c4n3C)CC2)c1C	-1.6%	2.3%	-6.4%	-13.1%
O=C(NCc1ccc(N2CCCC2=O)cc1)c1cnccn1	2.0%	1.6%	-9.0%	-2.3%
CC1CCCCN1Cc1nc2c(c(=O)n(C)c(=O)n2C)n1Cc1c(F)cccc1Cl (configuration not stated)	5.1%	0.1%	-18.7%	17.7%
COc1ccc(N(Cc2cccs2)C(=O)COc2ccc(C(C)C)cc2)cc1	11.4%	?	-19.5%[10.9 µM]	14.0%
CCC(=O)Nc1ccc2oc(-c3ccccc3Br)nc2c1	?	-0.4%	-29.1%	-30.0%
O=C(CN1C(=O)C2(SCC(=O)N2c2ccccc2)c2ccccc21)NCCc1ccccc1 (configuration not stated)	5.9%	2.1%	2.2%[10.9 µM]	11.3%
CC(=O)c1c(C(C)=O)c(C)n(-c2ccc(C(=O)O)cc2)c1C	-15.8%	2.0%	5.7%	-4.7%
COc1ccc(-c2c3c(=O)n(C)c(=O)n(C)c3cn2Cc2ccccn2)cc1	4.4%	-1.4%	-10.5%	2.4%
COc1ccc(-n2nnc(-c3nc(-c4cccs4)no3)c2N)cc1OC	-4.9%	-0.4%	3.6%[10.9 µM]	-16.5%
Cc1ccc(OCC(O)CN2C(=O)NC(C)(C)C2=O)cc1 (configuration not stated)	-1.6%	·	·	0.2%
CC(=O)Oc1ccc2c(c1)c(C(C)=O)c(C)n2C	5.5%	2.9%	?	17.4%
CCn1c(-c2cccc(Cl)c2)n[nH]c1=S	-11.2%	-2.0%	4.1%	-0.8%
Cc1ccc(-c2c(C)c(-c3ccc(F)cc3)nc(N)c2C#N)o1	-7.3%	?	-18.4%	0.1%
CCn1c(SCCC(=O)O)nnc1-c1cccnc1	-1.2%	0.7%	0.4%	-6.8%
COCCNC(=O)C1CCCN(c2nn3c(=O)cc(C)nc3s2)C1 (configuration not stated)	-4.4%	0.8%	-3.9%	1.3%
COC(=O)[C@@]1(Cc2ccc(OC)cc2)[C@@H]2C(=CC(=O)[C@H]2CC(=O)C(=O)N(C)C)CN1C(=O)c1ccccc1	65.6%[activator]	·	-25.2%	134.3%[activator]
O[C@@H]1[C@@H](OCc2ccccc2)OC[C@H](O)[C@@H]1O	-7.4%[9.22 µM]	-0.9%[11.4 µM]	-12.7%[10.9 µM]	-0.5%[9.22 µM]
COc1cccc(-c2cc(C(=O)N/N=C/c3ccccc3O)[nH]n2)c1	?	·	·	10µM*
COc1ccccc1C(=O)Nc1cccc(N(C)S(C)(=O)=O)c1	-15.9%	-2.3%	1.0%	-13.2%
Cc1occc1C(=O)Nc1cccc(Cn2cccn2)c1	0.4%	2.3%	-73.9%[inhibitor]	-1.1%
O=C(CSc1nc(O)cc(=O)n1-c1ccccc1)N1CCCCC1	-4.2%	?	3.8%	3.5%
Cc1ccccc1N(CC(=O)Nc1ccccc1C(=O)O)S(C)(=O)=O	-3.8%	?	-4.2%	-6.7%
O=C(O)c1cc(=O)c2cccc(O)c2[nH]1	-3.5%	·	-22.0%	-2.6%
COc1cc2cc(CN(Cc3nnnn3C3CCCC3)C3CCCC3)c(=O)[nH]c2cc1OC	-22.1%	0.5%	13.6%	-14.7%
CC(C)c1nc(SCc2c(F)cccc2Cl)c2c(=O)n(C)c(=O)n(C)c2n1	-4.8%	7.1%	-10.5%	0.3%
CCNC(=O)CC1C(=O)N(c2ccc(F)cc2)C(=O)N1Cc1ccc(OC)c(OC)c1 (configuration not stated)	1.6%	0.7%	0.5%[10.9 µM]	14.7%
Cc1cc2c(c(=O)n1C)C(Cc1ccccc1)C(C#N)=C(N)O2 (configuration not stated)	-6.3%	4.9%	-16.7%	8.7%
CCCCNC(=O)C(CC)Sc1nnc(-c2ccc(OC)c(OC)c2)c(-c2ccc(OC)c(OC)c2)n1 (configuration not stated)	13.0%	-1.3%	9.3%[10.9 µM]	-12.4%
Cc1nc2cnc(N3CCN(C)CC3)nc2n(CCC#N)c1=O	16.6%	0.5%[11.4 µM]	-6.7%	10.8%
O=C(COc1ccc(F)cc1)OCc1cc(=O)n2nc(C3CCCCC3)sc2n1	-3.2%	-0.7%	-6.4%[10.9 µM]	-15.7%
Cc1ccc(CSc2nc3ccncc3n2Cc2nc(-c3ccc(Cl)cc3)oc2C)cc1	?	0.6%	-5.2%[10.9 µM]	?
COC(=O)c1ccc(C)c(NS(=O)(=O)c2ccc3c(c2)OCCO3)c1	15.7%	2.9%	-15.4%	3.3%
COCCN1Cc2cccc(C(=O)Nc3ccc(S(=O)(=O)N4CCCCCC4)cc3)c2C1=O	-11.0%	-0.2%	0.7%	0.7%
CCC(=O)N1CCc2cc(S(=O)(=O)NCc3ccc(C)cc3)ccc21	-4.5%	3.9%	5.7%[10.9 µM]	3.7%
COc1ccccc1N1CCN(CCCCNC(=O)c2ccc(-c3ccc(C(C)=O)cc3)cc2)CC1	0.1%	0.0%	-8.5%	-4.1%
CCOC(=O)c1ccc(N2C(=O)c3[nH]nc(-c4ccccc4)c3C2c2cccs2)cc1 (configuration not stated)	27.3%	?	1.5%[10.9 µM]	?
COc1ccc(-c2nc3ccccc3s2)cc1NC(=O)COc1ccccc1C	0.3%	-2.1%	-28.2%[10.9 µM]	-22.5%
Cn1c(SCC(=O)NCc2ccco2)nnc1-c1ccc(S(=O)(=O)N2CCOCC2)cc1	4.9%	2.8%	5.7%	5.6%
CCOC(=O)N1CCC(c2cc(=O)n3[nH]c(C)c(-c4ccc(F)cc4)c3n2)CC1	?	-0.1%	-14.8%	?
O=C(NCCc1csc2nc(-c3ccc(F)cc3)nn12)c1ccco1	-0.3%	0.9%	-1.8%[10.9 µM]	-11.6%
COc1ccccc1CNC(=O)c1cn(C)c2ccc(S(=O)(=O)N(C)C3CCCCC3)cc2c1=O	7.2%	-0.8%	23.3%[10.9 µM]	-7.0%
COC(=O)C1=CNC=C(C(=O)OC)C1c1ccccc1Cl	21.7%	-1.8%	-16.1%	4.8%
CN(CCC#N)CC(=O)Nc1ccc(NC(=O)CN(C)CCC#N)cc1	-0.2%	-1.6%	0.7%	6.8%
O=C(Nc1cccc(Cl)c1)c1ccc2c(c1)CCN2S(=O)(=O)c1ccccc1	4.6%	-1.2%	-18.8%[10.9 µM]	?
CN(c1ccc(F)cc1)S(=O)(=O)N1CCCC(C(=O)NCc2ccccc2Cl)C1 (configuration not stated)	-2.9%	-0.2%	-13.5%[10.9 µM]	-9.5%
Cc1ccc(-c2nnc(SCC(=O)Nc3nc4c(s3)CCCC4)n2C)cc1	-6.5%	0.8%	-2.0%	-7.4%
N#Cc1c2c(nc(N)c1-c1ccccc1)CCCCC2	2.8%	·	·	1.8%
COc1ccccc1N1CCN(C(=O)c2cc3c(=O)n(Cc4cccnc4)ccc3nc2C)CC1	9.8%	-2.3%	-13.5%[10.9 µM]	-2.1%
COc1ccccc1-c1nnc(SCC(N)=O)o1	8.2%	-0.6%	-15.4%[10.9 µM]	0.1%
COc1cc2c(cc1OC)C(c1ccc3c(c1)OCO3)C1=C(CC(C)(C)CC1=O)N2 (configuration not stated)	-2.0%	-0.8%	-12.4%	-13.0%
O=C1N(c2cccc(Cl)c2)C(c2ccccc2)N2CCCN12 (configuration not stated)	-9.5%	·	·	1.8%

(list continues)
Molecule	p53ts 32C tox	IkB sig inh	Peg3 imprint	p53ts 39C tox
O=S(=O)(N1CCOCC1)N1CCCN(S(=O)(=O)N2CCOCC2)CC1	-3.7%	-1.3%	-2.7%	13.7%
O=C(NCc1cccc(Cl)c1)c1ccc(NC(=O)N2CCSc3ccccc32)cc1	14.8%	7.9%	-9.7%[10.9 µM]	12.7%
Cc1cc(C)c2c(N=CN(C)C)c(C(=O)N3CCN(c4ncccn4)CC3)sc2n1	11.6%	-2.8%	-9.4%	0.5%
c1ccc(Oc2ccc(-n3cnnn3)cc2)cc1	-4.8%	-0.1%	-8.9%	-7.1%

Molecules shown so far containing fluorine (ten):
Molecule	p53ts 32C tox	IkB sig inh	Peg3 imprint	p53ts 39C tox
CCOCCc1nn2c(=O)cc(COC(=O)CNC(=O)c3ccc(F)cc3)nc2s1	-1.2%	2.0%	-3.9%[10.9 µM]	11.4%
CCOc1ccc(-c2nc(CSCC(=O)N3CCN(c4ccc(F)cc4)CC3)c(C)o2)cc1	-6.9%	?	12.8%[10.9 µM]	-15.5%
CC1CCCCN1Cc1nc2c(c(=O)n(C)c(=O)n2C)n1Cc1c(F)cccc1Cl (configuration not stated)	5.1%	0.1%	-18.7%	17.7%
Cc1ccc(-c2c(C)c(-c3ccc(F)cc3)nc(N)c2C#N)o1	-7.3%	?	-18.4%	0.1%
CC(C)c1nc(SCc2c(F)cccc2Cl)c2c(=O)n(C)c(=O)n(C)c2n1	-4.8%	7.1%	-10.5%	0.3%
CCNC(=O)CC1C(=O)N(c2ccc(F)cc2)C(=O)N1Cc1ccc(OC)c(OC)c1 (configuration not stated)	1.6%	0.7%	0.5%[10.9 µM]	14.7%
O=C(COc1ccc(F)cc1)OCc1cc(=O)n2nc(C3CCCCC3)sc2n1	-3.2%	-0.7%	-6.4%[10.9 µM]	-15.7%
CCOC(=O)N1CCC(c2cc(=O)n3[nH]c(C)c(-c4ccc(F)cc4)c3n2)CC1	?	-0.1%	-14.8%	?
O=C(NCCc1csc2nc(-c3ccc(F)cc3)nn12)c1ccco1	-0.3%	0.9%	-1.8%[10.9 µM]	-11.6%
CN(c1ccc(F)cc1)S(=O)(=O)N1CCCC(C(=O)NCc2ccccc2Cl)C1 (configuration not stated)	-2.9%	-0.2%	-13.5%[10.9 µM]	-9.5%
